# Source: PubChem BioAssay
# tolC growth inh: blocks growth of E. coli BW25113 tolC mutant; AID 573; 65,000 compounds, 2.2% hits; growth inhibition, % at 10 µM (by protocol); OD615;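 active means growth inhibition at or above a cutoff equal to the mean over every tested compound plus 3 SD, cut at about 60% in these data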;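 further: growth measured after 20 h incubation at 37 °C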
#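 Material: E. coli BW25113 ΔtolC::kan, tolC deletion mutant strain. Measure: percent growth inhibition. Schedule: 37 °C, 20 h exposure. Doses: single-point testing at 10 µM. Signal: A615 absorbance measurement. Buffer or medium: kanamycin-containing LB broth (50 µg/mL).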
# D1 allo mod: allosteric modulators of human D1 dopamine receptor; P21728; HEK293 D1, CRE-luciferase, dopamine EC30 potentiation; actives deviate in either direction; B-score at 10 µM; 58,000 compounds, 5.9% hits;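 active means luminescence count or its row- and column-corrected plate score outside the 99.7% band of the plate's sample wells, on either side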
# Cdc25B block: human M-phase inducer phosphatase 2 inhibition | P30305 | 65,000 compounds, 0.1% hits | recombinant Cdc25B, OMFP fluorescence Ex485/Em525 | AID 368 | inhibition, %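 (compounds tested at 10 µM final in the well)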; in the data active means inhibition above about 50%
# MKP-1 inh: blocks human MKP-1 phosphatase activity | AID 374 | inhibition, %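 (compounds tested at a single concentration somewhere between 10 and 100 µM)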 | 65,000 compounds, 0.15% hits | recombinant MKP-1, OMFP hydrolysis fluorescence | P28562;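 active means inhibition above about 50%, limit read from the data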;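 further: 0% = DMSO max control wells and 100% = wells with enzyme stopped by NaOH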
# CatB inh: human cathepsin B inhibition. P07858. 63,000 compounds, 0.1% hits. purified cathepsin B, fluorogenic substrate, fluorescence. inhibition, %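 (tested at 10 µM)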; in the data active means inhibition above about 21%;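 further: 0% = enzyme with no compound and 100% = no enzyme blank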
# Hsp90 block: displaces geldanamycin probe from tumor Hsp90; AID 429; inhibition, % at 30 µM; P07900; 64,000 compounds, 0.35% hits; NCI-N417 lysate Hsp90, Cy3B-geldanamycin FP displacement;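 active means inhibition above 50%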;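 further: 0% = tracer plus lysate wells and 100% = tracer alone without lysate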
# AP ELISA ortho: orthogonal test for alternative complement pathway inhibitors; inhibition, % at 5 µM; 62,000 compounds, 0.08% hits; Human serum alternative complement pathway, LPS-coated ELISA, C3 deposition; tested in compound mixtures; AID 1235;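 active means inhibition above 30% in each of the two pooled mixtures holding the compound, so the lower value exceeds 30%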;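 further: 0% = serum in Mg-EGTA without compound and 100% = EDTA serum blank; some compounds past the cut are filed as inactive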
#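 Test system: human serum alternative complement pathway, C3 deposition on LPS-coated wells; also added: Plate-bound LPS; doses: 5 µM per compound in ten-compound mixtures; schedule: 1 h at 37 °C; detection: Anti-C3 ELISA, OD 450 nm; evaluation: percent inhibition of C3 deposition onto LPS; repeats: two pool placements per compound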
# CatB mixtures: inhibitors of human cathepsin B in compound mixtures; P07858; Purified cathepsin B, AMC dipeptide fluorescence; inhibition, %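 (ten-compound pools at 5 µM per compound and 50 µM total)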; 62,000 compounds, 0.06% hits; AID 488; in the data active means inhibition above about 22%, passing the limit was not always enough;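 further: 0% = enzyme without compound and 100% = no enzyme blank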
# Ec RNAP inh: blocks E. coli RNA polymerase transcription | 62,000 compounds, 0.2% hits | fluorescence transcription assay | inhibition, %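 (tested at 10 µM)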 | P0A8V2 | AID 559; in the data active means inhibition above about 20%;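 further: 0% = enzyme without compound and 100% = no enzyme blank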
# Target sequence (P0A8V2 whole entry, looked up): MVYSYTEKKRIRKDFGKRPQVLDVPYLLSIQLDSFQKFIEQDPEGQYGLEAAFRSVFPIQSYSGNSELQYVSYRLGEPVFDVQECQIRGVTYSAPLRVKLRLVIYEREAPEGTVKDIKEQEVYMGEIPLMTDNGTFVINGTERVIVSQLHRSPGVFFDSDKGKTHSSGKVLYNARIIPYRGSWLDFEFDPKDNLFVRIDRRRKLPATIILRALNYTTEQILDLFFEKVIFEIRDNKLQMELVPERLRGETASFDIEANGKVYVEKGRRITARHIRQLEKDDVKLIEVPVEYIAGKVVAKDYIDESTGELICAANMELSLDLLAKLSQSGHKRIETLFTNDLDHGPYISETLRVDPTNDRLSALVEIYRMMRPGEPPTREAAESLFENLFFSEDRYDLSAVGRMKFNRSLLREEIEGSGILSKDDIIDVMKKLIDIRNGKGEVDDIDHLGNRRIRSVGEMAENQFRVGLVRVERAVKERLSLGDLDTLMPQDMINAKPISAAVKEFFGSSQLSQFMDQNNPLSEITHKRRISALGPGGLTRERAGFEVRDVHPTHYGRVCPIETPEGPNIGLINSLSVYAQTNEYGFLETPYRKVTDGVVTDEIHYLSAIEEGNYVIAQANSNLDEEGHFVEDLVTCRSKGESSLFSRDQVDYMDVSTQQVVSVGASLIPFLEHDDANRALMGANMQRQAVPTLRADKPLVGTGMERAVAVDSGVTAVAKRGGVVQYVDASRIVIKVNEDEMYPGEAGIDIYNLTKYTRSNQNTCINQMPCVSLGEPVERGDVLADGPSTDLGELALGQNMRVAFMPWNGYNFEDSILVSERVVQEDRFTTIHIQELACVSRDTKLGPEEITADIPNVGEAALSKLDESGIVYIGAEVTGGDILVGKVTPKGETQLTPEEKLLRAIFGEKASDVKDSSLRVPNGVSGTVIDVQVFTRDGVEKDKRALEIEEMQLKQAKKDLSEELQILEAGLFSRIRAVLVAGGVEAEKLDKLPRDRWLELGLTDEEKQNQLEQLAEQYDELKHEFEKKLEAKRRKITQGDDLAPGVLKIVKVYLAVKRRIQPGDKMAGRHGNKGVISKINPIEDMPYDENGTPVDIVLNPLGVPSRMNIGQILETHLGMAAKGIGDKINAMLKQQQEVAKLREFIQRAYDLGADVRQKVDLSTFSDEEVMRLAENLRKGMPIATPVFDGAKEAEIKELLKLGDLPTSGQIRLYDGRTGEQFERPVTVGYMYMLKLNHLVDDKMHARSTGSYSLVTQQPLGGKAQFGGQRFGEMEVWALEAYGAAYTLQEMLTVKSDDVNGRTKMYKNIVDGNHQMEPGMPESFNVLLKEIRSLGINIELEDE
# * = called active by the depositor; · = no result given.
SMILES,tolC growth inh,D1 allo mod,Cdc25B block,MKP-1 inh,CatB inh,Hsp90 block,AP ELISA ortho,CatB mixtures,Ec RNAP inh
c1ccc(C2CC3CC(c4ccco4)N2O3)cc1 (stereo unspecified),-2,0.3,-6,6,1,-2,6,4,1
COC(=O)COc1cc(C)cc2oc(=O)c3c(c12)CCCC3,8,3,-1,15,-4,-4,3,-2,11
CCc1ccccc1NC(=O)CSc1nnc([C@@H](N)Cc2c[nH]c3ccccc23)o1,-1,0.61,4,11,0,-3,7,6,5
Cc1cc2c(s1)NC(=O)CN=C2c1cccs1,-7,·,0,6,-3,0,-3,0,5
Cc1ccc(S(=O)(=O)N2CN3CCN(C3)C2)cc1,-11,-0.064,-9,-5,0,-2,8,51,10
CCCCn1c(O)c(C=NCCN2CCCCC2)c(=O)[nH]c1=O,3,-0.33,23,-22,1,0,·,·,0
C=CCC1(CN2CCCCCC2=O)C(=O)NC(=O)NC1=O,10,·,12,-16,-1,-4,·,·,·
Nc1ccc(C2(c3ccc(N)cc3)CN3CCC2CC3)cc1,15,-0.2,-4,-19,-1,-1,7,-1,4
c1ccc(C(OCCN2CCNCC2)c2ccccc2)cc1,·,0.13,-1,17,1,1,-4,1,8
CCOC(=O)C1(c2ccccc2)CCN(Cc2cccc(C(=O)O)c2)CC1,-1,0.023,-3,5,6,1,-1,4,12
CCCCCCn1c(O)c(C(C)=NC)c(=O)[nH]c1=O,-9,·,3,-30,2,-1,·,·,·
COC(=O)c1c(C)n(Cc2ccc3c(c2)OCO3)c2ccc(O)cc12,28,0.047,-4,5,0,0,0,-10,7
COC(=O)C(O)(c1ccc(N(C)S(=O)(=O)c2ccccc2)cc1)C(F)(F)F (stereo unspecified),18,·,6,3,-3,-1,9,7,7
O=C1NC(=O)[C@]2(Cc3ccccc3N3CCN(c4ccccc4)CC32)C(=O)N1c1ccccc1 (stereo partly specified),26,-0.18,8,15,-1,-1,11,-5,·
CCN1CCN(C(=O)COc2cc(=O)n(CC)c3ccccc23)CC1,0,0.61,-4,-17,2,-3,9,-9,7
O=C(Cc1ccccc1)N1CCN(Cc2ccccn2)CC1,1,0.043,1,5,0,0,22,3,-1
CC1=CC(=C2C(=O)NC(=O)NC2=O)C=C(C(F)(F)F)N1C(C)C,-13,0.71,-7,8,5,-2,2,-4,8
CCCCCCn1c(O)c(C=Nc2c(C)n(C)n(-c3ccccc3)c2=O)c(=O)[nH]c1=O,-1,·,5,-19,10,-3,0,0,10
COC(=O)N(c1ccccc1)P1(=S)OCCO1,-16,5.3*,-5,-5,3,-2,-16,0,5
O=C(C1CC(=O)N(c2ccc(F)c(Cl)c2)C1)N1CCC2(CC1)OCCO2 (stereo unspecified),3,-0.24,-8,28,5,2,22,5,-1
CCCCn1c(=O)c(C(=O)Nc2nc3ccccc3[nH]2)c(O)c2ccccc21,-8,-0.53,-3,-21,4,1,-4,-1,9
CCC(=NCC1CCCO1)c1c(O)n(Cc2ccccc2)c(=O)[nH]c1=O (stereo unspecified),-15,0.51,-1,-6,3,1,5,-5,6
CCC(=O)N1CC(=O)Nc2ccc(F)cc2C1c1ccccc1 (stereo unspecified),-4,-0.16,-6,4,6,-2,2,2,3
O=C(c1cccs1)N1C2CCC1CC(O)(c1cccnc1)C2 (stereo unspecified),-7,-0.8,-18,1,0,-1,3,3,11
COc1ccc(C(CC(=O)N2CCC3(CC2)OCCO3)NS(=O)(=O)c2ccc(F)cc2)cc1 (stereo unspecified),-2,0.46,52*,3,1,3,-5,-4,-7

# Looked up one by one from above, five records:
SMILES,tolC growth inh,D1 allo mod,Cdc25B block,MKP-1 inh,CatB inh,Hsp90 block,AP ELISA ortho,CatB mixtures,Ec RNAP inh
CCCCCCn1c(O)c(C=Nc2c(C)n(C)n(-c3ccccc3)c2=O)c(=O)[nH]c1=O,-1,·,5,-19,10,-3,0,0,10
CCc1ccccc1NC(=O)CSc1nnc([C@@H](N)Cc2c[nH]c3ccccc23)o1,-1,0.61,4,11,0,-3,7,6,5
CCCCn1c(=O)c(C(=O)Nc2nc3ccccc3[nH]2)c(O)c2ccccc21,-8,-0.53,-3,-21,4,1,-4,-1,9
COC(=O)N(c1ccccc1)P1(=S)OCCO1,-16,5.3*,-5,-5,3,-2,-16,0,5
CCCCn1c(O)c(C=NCCN2CCCCC2)c(=O)[nH]c1=O,3,-0.33,23,-22,1,0,·,·,0

# (further entries)
SMILES,tolC growth inh,D1 allo mod,Cdc25B block,MKP-1 inh,CatB inh,Hsp90 block,AP ELISA ortho,CatB mixtures,Ec RNAP inh
O=C1CN(C(=O)CN2CCCCC2)C(c2ccccc2)c2cc(Br)ccc2N1 (stereo unspecified),1,-0.25,-6,3,0,3,20,7,4
CC(C)CC12CN3CCN(CC(C3)/C1=N/O)C2,-14,-0.15,-4,-10,0,0,12,-1,-3
C=CCn1c(O)c(C(CC)=Nc2cc(OC)ccc2OC)c(=O)[nH]c1=O,-1,-0.093,6,-24,1,-3,-5,-5,5
COc1ccc(CCNC(=O)c2c(N)n(CCN3CCOCC3)c3nc4ccccc4nc23)cc1,50,0.98,-12,11,7,-2,-5,5,-20
CC(c1ccccc1F)n1cc(C(=O)Nc2ccc3nc[nH]c3c2)nn1 (stereo unspecified),-11,1.4,2,14,0,·,14,1,2
C[C@@]1(CO)[C@H](O)CC[C@@]2(C)[C@H]1CC[C@H]1C[C@@H]3C[C@@]12CC[C@]3(O)CO,8,-0.87,-4,0,9,-1,9,4,12
CN1CCN(c2c[nH]c(=O)[nH]c2=O)CC1,-28,-0.94,-6,-10,5,-4,-3,3,8
CCCC(=O)OCC[N+](C)(C)C,2,0.089,-16,-10,-3,-3,17,-6,0
Cc1ccc(CN2CCN(C)CC2)c(C)c1,-18,0.022,-8,10,·,1,24,·,·
O=C1NC(=O)C2(Cc3ccccc3N3CCCC32)C(=O)N1Cc1ccccc1 (stereo unspecified),-5,-0.047,-1,-12,-2,-3,9,6,10
NCCCP(=O)(O)CCc1ccccc1,-23,-0.67,13,14,-5,2,-1,6,9
COc1ccc(-n2c(C)nc3cc(C(=O)N4CCC5(CC4)OCCO5)ccc32)cc1,-7,0.83,11,3,·,-10,·,·,·
COc1ccc(OC)c(-n2c(O)c(C=NCc3ccc4c(c3)OCO4)c(=O)[nH]c2=O)c1,7,0.97,-3,5,2,1,3,5,3
C=CCn1c(O)c(C(CC)=NCc2cc(OC)cc(OC)c2)c(=O)[nH]c1=O,24,0.56,-15,-23,1,0,0,1,11
CCOC(=O)c1cc2c(cn1)[nH]c1ccccc12,10,16*,-24,0,9,-6,14,4,6
Cc1nc2cc(F)ccc2n1C1CCN(Cc2nnnn2CCc2ccccc2)CC1,5,1.2,-16,35,0,-3,-11,-2,9
CCOC(=O)CCN=Cc1c(O)n(-c2ccc(Br)cc2)c(=O)[nH]c1=O,-4,0.51,4,-10,4,0,-4,4,7
CC(=O)c1c(C)[nH]c(C(=O)N2CCC3(CC2)OCCO3)c1C,-24,-0.37,6,7,0,1,20,1,1
Cc1cccc(-c2nc3ccccc3c(=O)n2-n2cccc2)c1,0,·,-19,6,1,-2,17,3,4
Cc1cc(Cl)ccc1OCC(=O)O,-31,0.0022,-5,-5,3,0,20,4,0
COC(=O)C1=C(N)OC(C)=C(C(C)=O)C12C(=O)N(C)c1ccccc12 (stereo unspecified),-9,-1.5,-3,-14,4,0,-10,-1,-1
CCOC(=O)c1c(C)c(P(=S)(N2CCOCC2)N2CCOCC2)n(C)c1C,0,0.87,4,15,-2,·,-11,-2,7
CCOC(C(=O)OCC(O)CN(CC)CC)(c1ccccc1)c1ccccc1 (stereo unspecified),12,·,7,-26,-2,-2,-7,2,22*
CCN1CCN(C(=O)Cc2coc3cc(C)cc(C)c23)CC1,5,0.17,-5,-2,1,1,1,6,8
Cn1c(=O)cc(SCC(=O)N2CCC3(CC2)OCCO3)c2ccccc21,-13,-1.2,-11,12,4,-5,7,6,8

# 3 structures from above, ordered by count of non-hydrogen atoms, low to high.
SMILES,tolC growth inh,D1 allo mod,Cdc25B block,MKP-1 inh,CatB inh,Hsp90 block,AP ELISA ortho,CatB mixtures,Ec RNAP inh
Cc1ccc(CN2CCN(C)CC2)c(C)c1,-18,0.022,-8,10,·,1,24,·,·
Nc1ccc(C2(c3ccc(N)cc3)CN3CCC2CC3)cc1,15,-0.2,-4,-19,-1,-1,7,-1,4
O=C(C1CC(=O)N(c2ccc(F)c(Cl)c2)C1)N1CCC2(CC1)OCCO2 (stereo unspecified),3,-0.24,-8,28,5,2,22,5,-1

# Carrying on:
SMILES,tolC growth inh,D1 allo mod,Cdc25B block,MKP-1 inh,CatB inh,Hsp90 block,AP ELISA ortho,CatB mixtures,Ec RNAP inh
CN(C)CCOC(=O)c1cn(Cc2ccccc2)c2ccccc12,5,·,2,-33,-1,-1,-1,1,5
Cc1ccc(-n2c(O)c(C=NCc3cccnc3)c(=O)[nH]c2=O)cc1C,-13,-0.55,-5,-9,-5,1,12,5,4
CCC(=O)Nc1cc(C(=O)N2CCC3(CC2)OCCO3)ccc1S(=O)(=O)c1ccc(C)cc1,2,0.009,-8,18,·,-5,·,·,·
Fc1ccccc1N1CCN(Cc2c(F)cccc2F)CC1,0,-0.74,-10,0,-1,0,27,4,5
CCOC(=O)c1ccc(NC(=O)c2c(O)[nH]c(=O)[nH]c2=O)cc1,-19,0.73,-33,-13,0,-5,5,1,5
CC(C)CC1C(C#N)=C(N)Oc2c1c(=O)oc1ccccc21 (stereo unspecified),1,0.041,-8,10,-1,-1,27,3,2
CCOc1ccc(-n2c(O)c(C=Nc3ccc(N(CC)CC)cc3)c(=O)[nH]c2=O)cc1,6,·,-2,-18,3,-2,2,-2,9
Cn1cc(CCC(=O)N2CCC3(CC2)OCCO3)c2ccccc21,-10,-0.041,-8,-5,-2,2,-4,1,4
CCC(=NCc1ccc2c(c1)OCO2)c1c(O)n(C)c(=O)n(C)c1=O,14,·,4,-7,2,-3,-2,-6,·
CCCCCCOC(=O)c1ccccc1N,-13,-0.17,-7,7,1,0,6,7,·
CC1SC2(CN3CCC2CC3)NC1=O (stereo unspecified),5,0.034,-17,10,6,1,-1,3,13
CCOC(=O)c1c(C)c(C(=O)N2CCC3(CC2)OCCO3)c(C)n1CC,-1,·,-3,6,-6,-3,20,8,1
COC(=O)CC1NC2CCCCC2NC1=O (stereo unspecified),-14,-1.2,-5,-1,-6,-3,-10,-2,7
c1ccc2c3c([nH]c2c1)CNCC3,14,0.067,3,-3,0,-4,0,10,6
COC(=O)C1C2c3ccccc3OC1(C)N=c1s/c(=C/c3cn(C)nc3C)c(=O)n12 (stereo unspecified),-3,-4.2*,-11,31,0,0,14,6,0
CC(=C1C(=O)c2ccccc2C1=O)N1CCN(CCN=Cc2c(O)n(C)c(=O)n(C)c2=O)CC1,7,-0.014,0,-9,8,-9,·,·,13
Cc1nc2cc(-c3cccc(F)c3)nn2c(C)c1CCC(=O)N1CCC2(CC1)OCCO2,10,0.0041,-6,60*,2,-5,12,-4,2
O=C(Cn1cc(C(=O)c2ccccc2)c2ccccc21)NCc1ccco1,20,-0.35,-3,3,4,-10,-18,2,6
CCOC(=O)CC1=C(C(=O)OCC)C2(C(=O)N1)C(C(=O)OC)=C(N)Oc1ccccc12 (stereo unspecified),4,0.12,0,27,0,-14,0,-3,-9
CCCCCCOc1ccc(CN2CCN(C)CC2)cc1,18,-3.5*,-10,-7,1,2,-7,0,10
CCCN1CCC2(CC1)NC(CO)(CO)CO2,-28,-0.43,-5,4,1,-4,-3,1,3
CCN1CCN(Cc2cc(Br)cc(OC)c2O)CC1,-14,-2.4,3,4,1,-2,-12,1,-3

# Not all compounds are listed; count on the stated rates, not on these rows.
